KDM5B inh: KDM5B demethylase inhibition; Potency, µM (titrated, usually from 57.7 µM), inactives show top-dose activity change, negative = inhibition, hits mostly inhibitors; hit rate 2.6% among 220,000; AID 1347165; KDM5B demethylase, FDH-coupled NADH fluorescence (FDH is formaldehyde dehydrogenase); active = well fitted inhibition curve with a large enough effect; inconclusive = small, poorly fitted or top-dose-only effect; inactive = no such curve, though single readings can be large or run the other way; note: 0% is about no effect; nearly all actives have a fitted effect of over 70% in size
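Inhibition is measured as reduced NADH fluorescence generation from FDH coupling to formaldehyde release. Truncated KDM5BΔAP at 200 nM final acts on H3K4me3 peptide (12.5 µM in substrate mix) in pH 7.5 HEPES buffer with Tween-20, 30 min, room temperature.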
Numbers without * were called inactive; u = inconclusive; [ ] = dose if it differs, or a comment. Potency is the fitted concentration of half-maximal effect.

Molecule,KDM5B inh
CCCS(=O)(=O)N1Cc2c(ncn2Cc2ccc(Cl)cc2)C[C@H]1C(=O)OC,-11%[86.2 µM]
CCCCCCCCOC(=O)/C(C#N)=C/c1ccc(-c2ccccc2)o1,5%
C=CCNc1nc2c(c(=O)n(C)c(=O)n2C)n1Cc1ccc(F)cc1,14%
CC(C)COc1ccc(CNC(=S)Nc2ccccc2)cc1Cl,10%
O=C(CCNC(=O)c1ccccc1Cl)N/N=C\c1ccc(O)cc1,-6%
O=C(NC12CC3CC(CC(C3)C1)C2)c1ccc(F)cc1,24%
O=C(O)CC(NS(=O)(=O)c1ccc(Cl)s1)c1ccccc1 (stereo unspecified),-2%
CCn1ccc(C(=O)NCCc2ncc(C)n2C2CC2)n1,-30%
CN1C[C@@H]2C[C@H]1C(=O)N(Cc1ccccc1)c1ccccc1O2,u
COCC(=O)NC[C@H]1CCN(Cc2cccc(OC)c2)C[C@H]1N(C)C,-31%
CCOC(=O)c1cc(-c2ccccc2)n(CCCC(=O)Nc2ccccc2C)c1C,u
NC(=O)[C@@H](Cc1ccccc1)NC(=O)[C@@]1(O)C[C@@H](O)[C@H](O)[C@@H](NC(=O)c2ccco2)C1,-16%[86.2 µM]
CCc1cc2c(cc3c(=O)n(CCCC(=O)NCc4ccccc4Cl)nc(CC)n32)s1,-6%
CCOc1ccc2c(c1)C(C)=CC(C)(C)N2C(=O)Nc1ccccc1F,u
CC1=C(C(=O)OC(C)C(C)(C)C)C(c2ccc(Cl)cc2)NC(=O)N1 (stereo unspecified),-20%
Cc1nn(CC(=O)N2CCN(c3cccc(C(F)(F)F)c3)CC2)c(=O)c2cc3sccc3n12,-6%
CCC(=O)N1CCC2(CC1)CC(N1CCCC1)CCO2 (stereo unspecified),u
O=C(O)CCC(=O)Nc1ccc2c(C(C(=O)O)N3CCN(c4ccccc4)CC3)c[nH]c2c1 (stereo unspecified),-10%
CC1=C(C(=O)Nc2ccccc2)C(c2cccc(Br)c2)NC(=S)N1 (stereo unspecified),u
CCC(=O)Nc1nc2ccc(NC(=O)CCC(=O)N3CCCCCC3)cc2s1,18%
COC(=O)c1c(C)[nH]c(-c2cccc(OC)c2)c1C1C(=O)Nc2ccc(F)cc21 (stereo unspecified),u
COc1ccc(-c2cc(C[C@@H]3CC[C@H](O)[C@@H](CNC4CCOCC4)O3)no2)cc1,35%[activator][86.2 µM]
Cc1c(Cl)cccc1NC(=O)c1cc2sccc2n1Cc1ccc(F)cc1,u
CCN(CC)C(=O)CSCc1cccs1,27%
CCS(=O)(=O)CC(=O)N1CCn2nc(C(=O)Nc3ccccc3)cc2C1,0%
Cc1ccc(CN2CCN(CC(=O)N/N=C/c3ccc(C)o3)CC2)cc1,8%
O=C(c1ccccn1)N1CCn2c(nnc2-c2cccnc2)C1,22%[86.2 µM]
COc1ccc(C(=O)Nc2cc(C(C)C)c(O)c(S(=O)(=O)c3ccc(OC)cc3)c2C)cc1,-26%
Cc1ccc(C)c(SC(C)C(=O)NC2CCCC2)c1 (stereo unspecified),31%
COC(=O)/C(=C\c1ccc(OC(=O)c2ccccc2)cc1)C(C)=O,u
CC(C)C(=O)NC(NC(=S)Nc1ccccc1)C(Cl)(Cl)Cl (stereo unspecified),21%
S=C1NC2(CCCCC2)N=C1c1ccc(Cl)cc1Cl,-1%
Cc1cccc(C(=O)N2CCC3(CC2)CC(OCC2CC2)CCO3)c1 (stereo unspecified),-3%
CC(C)c1ccc(C2C3=C(CC(C)(C)CC3=O)Nc3c2c(=O)n(C)c(=O)n3C)cc1 (stereo unspecified),u
COc1cc(C)cc(OC)c1OCc1cc(-c2ccco2)on1,-1%
COc1cc(CNC(=O)c2c(C)noc2-c2ccc(C(C)(C)C)cc2)cc(OC)c1,u
Cc1nn(C)c(C)c1-c1cc(C(=O)O)c2ccccc2n1,u
C=CCN(c1ccccc1Cl)S(=O)(=O)c1cc(C(=O)N2CCCC2)ccc1Cl,19%
O=C1CCCCC(C(=O)NCCc2c[nH]c3ccccc23)N1 (stereo unspecified),-4%
COc1ccc(C(=O)NCc2nnc3ccc(-c4ccc(F)cc4)nn23)cc1OC,u
Cc1ccc(OCCCN)cc1,-1%
O=c1c2c(CO)c(-c3ccccc3)nn2ccn1Cc1ccccc1F,-11%
CCCCCCCCOc1ccc(OC(=O)c2ccco2)cc1,22%
CC1CCN(S(=O)(=O)N(C)Cc2ccc3c(c2)OCCO3)CC1,-4%
CC(C)CN1CCOC(CNC(=O)CSc2cc(C(=O)NC3CC3)c3ccccc3n2)C1 (stereo unspecified),2%

An excerpt from above in order of length of the SMILES, smallest number first:
Molecule,KDM5B inh
CC(C)C(=O)NC(NC(=S)Nc1ccccc1)C(Cl)(Cl)Cl (stereo unspecified),21%
CC1CCN(S(=O)(=O)N(C)Cc2ccc3c(c2)OCCO3)CC1,-4%
CC(C)CN1CCOC(CNC(=O)CSc2cc(C(=O)NC3CC3)c3ccccc3n2)C1 (stereo unspecified),2%

Carrying on.
Molecule,KDM5B inh
CNC(=O)CCc1ccc2c(c1)CN(C(C)=O)CCO2,16%
COc1ccc(CCNC(=O)CN(c2ccc(C)cc2)S(=O)(=O)c2ccc(OC)cc2)cc1,-23%
O=C(Nc1ccccc1)c1c2c(nc3ccccc13)CCCC2,16%
CC(=O)N1CCc2c(sc3nc(SCC(C)C)n(-c4ccc(C)c(Cl)c4)c(=O)c23)C1,u
Cc1cccc(NC(=O)Cn2c(=O)nc(-c3ccccc3)c3ccccc32)c1C,5%
CCN1C(C(=O)c2ccccc2)=C(OC(=O)COc2ccc(C)cc2)c2ccccc2S1(=O)=O,u
N#Cc1ccc(C(=O)Nc2ccc3nc(CCc4ccccc4)[nH]c3c2)cc1,-19%
Cc1cccc(-n2c(SCC(=O)NC(C)c3cc4ccccc4o3)nnc2N2CCOCC2)c1 (stereo unspecified),12%
CN(Cc1ccccc1)C1(C(=O)NC2CCS(=O)(=O)C2)Cc2ccccc2C1 (stereo unspecified),-5%
O=c1[nH]cccc1-c1nc2ccccc2n1Cc1cccc(F)c1,u
CCOc1ccc(N(C(=O)c2snc(C(N)=O)c2N)C(C(=O)NCC2CCCO2)c2c[nH]c3ccccc23)cc1 (stereo unspecified),u
COc1ccc(C(=O)N2CCC(N3C(=O)C4(CCCCC4)C3c3ccncc3)CC2)cn1 (stereo unspecified),-9%
CC(C)CCN1CCC(N2CCN(C(=O)c3ccc(C(F)(F)F)cc3)CC2)C1=O (stereo unspecified),32%
COC(=O)c1sccc1NC(=O)CC1(C(=O)O)CCCC1,3%
O/N=C(/c1ccccc1)c1cc2cc(Br)cc(Br)c2o1,u
CCOC(=O)c1ccc(N2C(=O)CC(NNC(=O)c3ccc(Br)s3)C2=O)cc1 (stereo unspecified),-6%
Cc1cc(C)cc(N2CCC(NS(=O)(=O)c3cn(C)c(C)n3)C2=O)c1 (stereo unspecified),5%
COCCOC(=O)C1=C(C)NC(=O)NC1c1ccco1 (stereo unspecified),23%
COc1cccc(NC(=O)Cc2csc(COc3cccc(C)c3)n2)c1,-23%
Cc1ccc(-c2cc(C(=O)Oc3ccc(C#N)cc3)no2)cc1C,u
O=C(COc1ccccc1F)OCc1cc(=O)n2nc(-c3cccs3)sc2n1,u
O=C(c1ccccc1)N1CCN(c2cc(-c3ccc(Cl)cc3)[nH]n2)CC1,18%
CC(C)NC(=O)CCCN1C(=O)COc2ccc(C(=O)COc3ccccc3Cl)cc21,-13%
CCOc1ccc(C(=O)CSc2nnc3cc(C)c4ccccc4n23)cc1,-49%
COc1cc(N2C(=O)CSC23C(=O)N(C)c2ccccc23)cc(OC)c1OC (stereo unspecified),-22%
CCc1ccc(CNCCN2CCCC2)cc1,-15%
Cc1cccc(NC(=S)NCc2ccc(Cl)cc2)c1,-26%
O[C@@H]1C[C@@H](c2nnc3n2CCN(Cc2ccccn2)C3)N(Cc2ccccc2)C1,u
CCOC(=O)COc1ccc(C)cc1C(=O)c1ccn2nc(-c3ccc(C)cc3)cc2n1,u
CC(C)C(=O)NC1(C(F)(F)F)N=C(c2ccccc2)N(CCc2ccccc2)C1=O (stereo unspecified),-13%
O=C(CSc1nc2cc([N+](=O)[O-])ccc2o1)NCCCc1ccccc1,-29%
CC(=O)c1c(C)nn(CC(=O)N2CCCC(c3cccc(C(=O)O)c3)C2)c1C (stereo unspecified),-3%
Cc1nnc(NC(=O)CSc2nccn2Cc2ccccc2)s1,-51%
COCCNC(=O)CSc1ccccc1C(=O)NC1CCSc2ccccc21 (stereo unspecified),-13%
CN1C(=O)C2(CCN(C(=O)CCN3CCCCCC3=O)CC2)c2ccccc21,21%
CC(=O)N[C@@H]1CN(C(=O)c2ccco2)C[C@H]1CO,-12%
Cc1ccccc1NC(=O)N(C)CCc1noc(-c2ccc(C(=O)N3CCCCCC3)cc2)n1,10%
CCc1nc(-c2ccc(OC3CCN(C(=O)C4CC4)C3)cc2)no1 (stereo unspecified),-11%
CSc1cccc(NC(=O)N[C@H]2CCN(C(=O)CC(C)(C)C)[C@@H]2C(=O)N[C@H](Cc2ccccc2)C(N)=O)c1,11%
O=c1c2oc3ccccc3c2ncn1Cc1ccc(Br)cc1,-6%
Cc1oc(-c2ccc(C(=O)NCCN(C)C)cc2)nc1CS(=O)(=O)c1ccccc1,u
O=C(NCc1cccnc1Oc1ccc(F)cc1F)c1cc(C2CC2)[nH]n1,-8%
O=C(NC[C@@H]1CCCO1)c1ncoc1C1CC1,-1%
CC(=O)Nc1cccc(-n2nnc(SCC(=O)c3ccccc3)n2)c1,-6%
O=C(N[C@H]1CCOC[C@H]1C1CCOCC1)c1ccc2c(c1)ncn2CCO,16%

In the list so far, these contain a COOH group:
Molecule,KDM5B inh
O=C(O)CC(NS(=O)(=O)c1ccc(Cl)s1)c1ccccc1 (stereo unspecified),-2%
O=C(O)CCC(=O)Nc1ccc2c(C(C(=O)O)N3CCN(c4ccccc4)CC3)c[nH]c2c1 (stereo unspecified),-10%
Cc1nn(C)c(C)c1-c1cc(C(=O)O)c2ccccc2n1,u
COC(=O)c1sccc1NC(=O)CC1(C(=O)O)CCCC1,3%
CC(=O)c1c(C)nn(CC(=O)N2CCCC(c3cccc(C(=O)O)c3)C2)c1C (stereo unspecified),-3%

(cont.)
Molecule,KDM5B inh
O=C(c1ccc(Cl)nc1)N1CCC2(CC1)Cc1ccccc1NC2=O,-8%
CCC(=O)Nc1c(C(=O)Nc2ccc(F)cc2)oc2ccccc12,-5%
CCOc1ccccc1N1CC(c2nc3ccccc3n2Cc2c(C)cc(C)cc2C)CC1=O (stereo unspecified),u
O=C(/C=C/c1ccc(Cl)cc1)c1ccc(Oc2ccccc2)cc1,-1%
Cc1noc(-c2cn(C3CCN(C(=O)c4cccs4)CC3)nn2)n1,-4%
C=CCN(Cc1cnc(-c2cccc(C)c2)nc1)Cc1ccccn1,22µM*
O=S(=O)(Nc1ccc2nc(-c3cccc(Cl)c3)oc2c1)c1ccccc1,u
COc1cccc2[nH]c(C(=O)Nc3ccc4c(c3)OCCO4)cc12,92%[activator]
COc1cccc(C(=O)Nc2ccccc2C(=O)NC2CC2)c1,1%
COc1ccc(-c2c(C)oc3cc(OCC(=O)OC(C)C)ccc3c2=O)cc1OC,2%
COc1ccc(CCC(=O)Nc2ccc3c(N4CCOCC4)ncnc3c2)cc1,-7%
O=C(C1CC1)N(C1CCOCC1)C1CCN(S(=O)(=O)c2ccccc2)CC1,12%
COc1cc(C(F)(F)F)nc2ccc(C#CCOC(=O)Nc3ccccc3)cc12,u
Cc1cc(CNC(=O)N2CCN(CC(=O)Nc3ccccc3C(F)(F)F)CC2)ccc1F,13%
CN(CCOC(=O)c1cc2ccccc2o1)C1CN(Cc2cn(Cc3cccc(F)c3)nn2)S(=O)(=O)C1 (stereo unspecified),-18%
CCc1ccc(C2N3CC4(CC)CN2CC(CC)(C3)C4=O)cc1 (stereo unspecified),-12%
O=c1[nH]c(-c2ccccc2)nc2c1CCN(S(=O)(=O)c1ccc3c(c1)CCC3)C2,u
CC(C)(C)CC(=O)NCCC1=CCCCC1,10%
COc1ccccc1C(CNC(=O)c1ccco1)N1CCCC1 (stereo unspecified),-8%
NCCN1C(=O)CO[C@H](c2ccc(NS(=O)(=O)c3ccccc3)cc2)[C@H]1CO,57%[activator][86.2 µM]
CCC(=O)N1CCC(n2c(C)cnc2-c2ccccc2)CC1,10%
O=C1NC2(CCNCC2)C(=O)N1CCCc1cccnc1,-27%
O=S(=O)(N=C1SCCS1)c1ccccc1,26%
CCc1cccc(NC(=O)N2C[C@@H](F)C[C@H]2C(=O)N2CCCCC2)c1,-15%
CCN(c1ncnc2c1cnn2-c1cc(Cl)ccc1C)C1CCCCC1,u
O=C1CCN(C(=O)Cc2ccccc2)CCCOCCN1,1%
CCOc1ccccc1NC(=O)N1CCCCCCNC(=O)CC1,-19%
Cc1cccc(NC(=S)N(CCC(C)C)C(C)c2cccs2)c1 (stereo unspecified),-4%
COc1ccc(OC)c(CN(C(=O)c2ccc(F)cc2)C2CC2)c1,22%
Clc1ccc2nc(-c3ccc(Br)o3)c(Nc3ccc4c(c3)OCCO4)n2c1,-54%
O=C(NCc1ccccc1)NC1CCc2nn(CC3CC3)c(=O)n2CC1 (stereo unspecified),-13%
CCOC(=O)Cn1cc(CN2C(C(=O)OC)CN(C3CCCC3)CCS2(=O)=O)nn1 (stereo unspecified),14%

An excerpt, so the mix of outcomes need not match the whole.
